BoNT-F LC inh: inhibitors of Botulinum neurotoxin F light chain protease; Multiplex microsphere protease cleavage assay, flow cytometry; inhibition, % at 10 µM; actives 0.22% (n = 360,000); in the data active = inhibition above about 35%, passing the limit was not always enough; inconclusive = no clear call, values can overlap the other calls; also: plate controls were buffer without enzyme for full effect and enzyme alone for no effect
FadD28 FP inh: blocks FadD28 binding to the bisubstrate probe; fluorescence polarization; inhibition, % at 12.5 µM; actives 0.22% (n = 360,000); in the data active = inhibition above about 8.5%, passing the limit was not always enough; inconclusive = no clear call, values can overlap the other calls
PfHsp40 rescue: restores yeast growth despite PfHsp40 toxicity; growth rescue, % at 12.5 µM; AID 504582; S. cerevisiae expressing PfHsp40, growth rescue, ATP luminescence; actives 0.68% (n = 340,000); in the data active = growth rescue above about 28%, passing the limit was not always enough; inconclusive = no clear call, values can overlap the other calls;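 also: yeast W303a lacking pdr1 and pdr3 grown in galactose medium; growth measured after three days at 30 °C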
Mtb BioA inh: inhibitors of Mycobacterium tuberculosis BioA enzyme; inhibition, % at 9.99 µM; actives 0.096% (n = 360,000); purified M. tuberculosis BioA enzyme, plate reader; in the data active = inhibition above about 40%; inconclusive = no clear call, values can overlap the other calls
Anthrax LF prot: inhibitors of Bacillus anthracis lethal factor protease. multiplex microsphere protease cleavage assay, LF. inhibition, % at 10 µM. AID 588501. P15917. actives 0.12% (n = 360,000); also: plate controls were buffer without enzyme for full effect and enzyme alone for no effect
FBA Mtb inh: inhibitors of M. tuberculosis fructose-bisphosphate aldolase; inhibition, % at 1 µM; purified M. tuberculosis FBA, fluorescence read-out; P9WQA3; actives 2.3% (n = 360,000); AID 588726; in the data active = inhibition above about 27%;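 also: 0% = vehicle and 100% = reference inhibitor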
Target sequence (P9WQA3 whole entry, looked up): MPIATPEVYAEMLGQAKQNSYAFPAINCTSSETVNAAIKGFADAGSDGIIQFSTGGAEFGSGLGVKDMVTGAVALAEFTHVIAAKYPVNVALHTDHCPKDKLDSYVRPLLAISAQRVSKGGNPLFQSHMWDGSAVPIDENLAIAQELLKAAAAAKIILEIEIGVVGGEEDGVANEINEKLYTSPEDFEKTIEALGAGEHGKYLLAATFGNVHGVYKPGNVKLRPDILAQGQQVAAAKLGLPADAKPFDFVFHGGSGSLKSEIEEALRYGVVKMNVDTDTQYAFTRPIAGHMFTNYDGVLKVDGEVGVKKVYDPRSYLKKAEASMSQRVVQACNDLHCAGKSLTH
GDH-TPI inh: inhibits GDH-TPI coupling enzymes, artifact for Mtb FBA screen; GDH-TPI coupled enzyme counterscreen, NADH absorbance; inhibition, % at 4.8 µM; actives 1.2% (n = 360,000); AID 588335; in the data active = inhibition above about 30%;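 also: 0% = DMSO wells and 100% = wells lacking the enzyme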
BoNT-A LC inh2: BoNT A light chain protease inhibition | multiplex microsphere protease substrate cleavage, flow cytometry | inhibition, % at 10 µM | actives 0.17% (n = 360,000) | AID 588499; also: plate controls were buffer without enzyme for full effect and enzyme alone for no effect
UGM FP inh: inhibitors of M. tuberculosis UDP-galactopyranose mutase; purified UGM, fluorescence polarization probe displacement; inhibition, % at 10 µM; actives 0.06% (n = 320,000); in the data active = inhibition above about 10%, passing the limit was not always enough; inconclusive = no clear call, values can overlap the other calls
Target sequence (P9WIQ1 whole entry, looked up): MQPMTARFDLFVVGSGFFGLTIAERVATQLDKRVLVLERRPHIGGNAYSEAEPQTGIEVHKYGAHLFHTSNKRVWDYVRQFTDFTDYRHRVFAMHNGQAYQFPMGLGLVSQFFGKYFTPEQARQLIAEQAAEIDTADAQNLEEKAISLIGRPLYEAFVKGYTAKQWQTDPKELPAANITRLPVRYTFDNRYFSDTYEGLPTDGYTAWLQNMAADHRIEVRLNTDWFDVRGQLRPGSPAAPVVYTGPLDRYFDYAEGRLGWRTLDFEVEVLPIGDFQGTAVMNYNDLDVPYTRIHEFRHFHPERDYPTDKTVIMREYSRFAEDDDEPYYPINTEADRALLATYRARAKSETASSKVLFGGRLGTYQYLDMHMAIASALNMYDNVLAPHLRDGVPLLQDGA
Starred values were filed as active, the others as inactive; ? = inconclusive; · = no result given. Rule as the data show it, unless noted: active = inhibition above about 30%; inconclusive = no clear call, values can overlap the other calls; inactive = below that. No enrichment for hits. About 4.7% of those tested had a hit in this group.

SMILES	BoNT-F LC inh	FadD28 FP inh	PfHsp40 rescue	Mtb BioA inh	Anthrax LF prot	FBA Mtb inh	GDH-TPI inh	BoNT-A LC inh2	UGM FP inh
S=C(NC1CCCCC1)N1CCOCCOCCN(C(=S)NC2CCCCC2)CCOCC1	2	-5.1	·	-1.1	1	-2	-1	0.3	1.9
CCCSC1=C(C#N)C(c2ccccc2OCC)CC(=O)N1 (configuration not stated)	-7	0.0	-0.9	-3.0	-2	0	13	-3.4	1.1
Cc1ccn2cc(CSc3ccccc3)nc2c1	-8	-3.6	0.6	1.7	1	1	13	-0.2	3.2
Cc1cc(C)n(C(=O)c2cccc(S(=O)(=O)N3CCOCC3)c2)n1	-4	-1.9	-0.8	1.4	1	6	6	-0.5	-1.2
CC(C)Cn1c(SCC(=O)Nc2ccc(Cl)cc2F)nc(O)cc1=O	1	-2.2	1.1	-1.2	2	2	12	0.2	-1.0
Cc1cc(C)c2nc(SCC(=O)NC(=O)c3cccn3C)cc(C)c2c1	-8	-4.1	0.2	·	2	-4	-4	-0.8	-1.0
O=C(CN1CCC(C(O)(c2ccccc2)c2ccccc2)CC1)Nc1ccccc1	-5	-3.2	-0.2	1.0	2	1	7	0.7	2.2
Cc1ccc(-n2c(-c3ccccc3)c[n+]3c2CCC3)cc1	-8	-0.9	-1.2	·	-2	2	-2	-0.6	0.1
CCCCNC(=O)C1C2C=CC3(CN(Cc4ccc(C)cc4)C(=O)C13)O2 (configuration not stated)	16	-1.4	0.0	-1.1	4	-2	9	-0.1	1.2
Cc1ccc2nc(C)cc(N/N=C/c3ccccc3O)c2c1	-19	2.7	1.6	1.6	-2	24	0	2.8	-2.2
COc1ccccc1NS(=O)(=O)c1cc(NC(=O)COc2ccccc2F)ccc1N1CCOCC1	5	-0.2	11	·	3	-1	4	1.1	0.3
COCCN1CN=C(Nc2nc3ccccc3o2)NC1	10	0.7	-0.1	-0.1	-4	-2	3	0.2	-1.8
Cc1ccc(C(c2ccc(C)o2)c2cccc([N+](=O)[O-])c2O)o1	-5	-0.3	0.7	-0.1	11	1	-4	0.3	0.6
C#CCn1cc(Cl)cc(C(=O)Nc2ccccc2)c1=O	15	1.5	0.4	·	3	-4	15	-0.1	-4.0
CCOC(=O)c1ccccc1NC(=O)COC(=O)CCNS(=O)(=O)c1ccc(C)c(C)c1	1	-4.4	1.9	-2.0	1	2	-5	-1.7	0.1
Cc1noc(/C=C/N(C)C)c1S(=O)(=O)N1CCCC(C(=O)NCCC2=CCCCC2)C1 (configuration not stated)	-1	-0.5	-0.5	-1.6	-4	-1	46*	0.7	-0.1
Cc1ccc(S(=O)(=O)N(C)Cc2ccc(C(=O)N/N=C/c3ccc(OC(F)F)cc3OC(F)F)cc2)cc1	-3	-1.4	12	-0.3	-1	-6	8	0.3	-1.1
Cc1ccc(S(=O)(=O)NCc2nc3ccccc3c(=O)n2N)cc1	0	0.0	0.1	·	-2	1	5	-0.1	-0.7
CC(C)[C@H](N)C(=O)NC[C@H]1O[C@@H](n2cnc3c(N)ncnc32)[C@H](O)[C@@H]1O	3	-2.8	?	-2.1	-5	1	0	0.1	·
CCC(C)(O)C(=O)N[C@H]1CCCN1C(=O)/C=C/c1ccccc1 (some centres not stated)	2	-1.0	-0.5	-2.1	4	4	11	-0.3	4.1

Some values from the list.
CCOC(=O)c1ccccc1NC(=O)COC(=O)CCNS(=O)(=O)c1ccc(C)c(C)c1 in UGM FP inh: 0.1
COc1ccccc1NS(=O)(=O)c1cc(NC(=O)COc2ccccc2F)ccc1N1CCOCC1 in Anthrax LF prot: 3

Continuation:
SMILES	BoNT-F LC inh	FadD28 FP inh	PfHsp40 rescue	Mtb BioA inh	Anthrax LF prot	FBA Mtb inh	GDH-TPI inh	BoNT-A LC inh2	UGM FP inh
CCN(CC)c1nc2ccccc2n2cnnc12	-4	-0.1	1.5	-3.4	-8	-2	25	-2.1	-0.5
COc1cc(/C=N/NC(=O)CCc2ccccc2)ccc1O	4	0.1	-2.6	1.0	-10	2	13	0.8	-1.0
COc1ccc(-c2ccccc2NC(=O)C2CCCN(Cc3ccc(C)o3)C2)cc1 (configuration not stated)	-4	-1.8	-0.2	1.5	0	0	4	-0.7	-2.1
Oc1ccc(-c2onc(C(F)(F)F)c2-c2cscn2)c(O)c1	-1	-7.8	-1.2	0.6	2	1	8	-0.1	-4.5
CC(=O)N1CCN(Cc2nc3cc(NC(=O)c4ccccc4)ccc3n2C)CC1	-8	-3.7	-2.0	4.4	5	-2	-5	-0.6	1.6
O=C(CCc1nc2ccccc2c(=O)[nH]1)Nc1cc(C(F)(F)F)ccc1N1CCCC1	-5	-0.3	0.8	-2.9	-9	-1	6	0.5	4.3
COCC(C)n1c(SCC(=O)Nc2ccc3c(c2)OCCO3)nc2ccccc2c1=O (configuration not stated)	-3	-4.9	-0.9	0.8	-7	0	-3	0.9	1.5
CC1CCC2(CC1)NC(=O)N(CC(=O)Nc1ccc3c(c1)OCCCO3)C2=O (configuration not stated)	-9	-0.7	1.2	0.0	5	0	2	-1.8	-2.4
Cc1onc(C(=O)N2CCC(Cc3ccccc3)CC2)c1[N+](=O)[O-]	-5	-0.4	0.7	-3.6	-5	-1	10	-1.9	-1.4
COC(=O)c1ccc(NC(=O)C(C)Oc2ccccc2)cc1 (configuration not stated)	0	-2.4	10.0	2.5	-4	3	-9	0.2	-0.6
COc1ccc(CCN(C)C(=O)CSc2nnc(C3CC3)n2N)cc1OC	6	0.0	-0.3	-0.1	-3	1	7	2.7	2.3
O=C(C/C=N/OCc1c(Cl)cccc1Cl)c1ccc(Cl)cc1	?	-1.2	-0.9	-1.2	?	-1	7	?	-0.6
CN(C)c1ccc(CNC(=O)C2CCC(CNc3c(N4CCCCC4)c(=O)c3=O)CC2)cc1 (configuration not stated)	-4	-0.1	-1.6	-0.3	-1	2	0	-0.1	7.1
COc1ccc(Cl)cc1S(=O)(=O)NC(C)C(=O)NCc1ccccn1 (configuration not stated)	4	·	-0.9	·	-14	-6	-2	-0.8	3.0
O=C(Cn1c(NCCCO)nc2ccccc21)c1cccs1	0	0.3	-1.7	-3.1	2	0	2	0.5	1.4
O=C(CSc1nc2cccnc2n1Cc1ccccc1)NCc1ccco1	?	-16	-0.9	-0.9	2	-13	-10	1.6	0.8
CCCC1NC(=S)N(C2CCCCC2)C1=O (configuration not stated)	-3	-2.1	0.0	·	-1	-1	-4	0.1	-0.3
O=C(CCc1nc2ccccc2c(=O)[nH]1)NNC(=O)c1ccc(F)cc1	-1	0.7	-0.7	-3.0	-5	-2	6	-0.6	-0.8
Cc1ccc(C(=O)O)cc1-c1ccc(/C=C2\SC(=O)N(CC(=O)Nc3ccccc3)C2=O)o1	-5	17*	-1.8	-3.8	-2	-2	13	-0.2	1.5
COc1ccccc1CCNC(=O)C1CC(=O)N(c2ccccc2F)C1 (configuration not stated)	5	0.7	·	0.7	-4	5	4	-0.7	·

Just FBA Mtb inh, PfHsp40 rescue and FadD28 FP inh (5 entries from above):
SMILES | FBA Mtb inh | PfHsp40 rescue | FadD28 FP inh
O=C(Cn1c(NCCCO)nc2ccccc21)c1cccs1 | 0 | -1.7 | 0.3
O=C(CSc1nc2cccnc2n1Cc1ccccc1)NCc1ccco1 | -13 | -0.9 | -16
CCCC1NC(=S)N(C2CCCCC2)C1=O (configuration not stated) | -1 | 0.0 | -2.1
O=C(CCc1nc2ccccc2c(=O)[nH]1)NNC(=O)c1ccc(F)cc1 | -2 | -0.7 | 0.7
Cc1ccc(C(=O)O)cc1-c1ccc(/C=C2\SC(=O)N(CC(=O)Nc3ccccc3)C2=O)o1 | -2 | -1.8 | 17*

Other compounds
SMILES	BoNT-F LC inh	FadD28 FP inh	PfHsp40 rescue	Mtb BioA inh	Anthrax LF prot	FBA Mtb inh	GDH-TPI inh	BoNT-A LC inh2	UGM FP inh
CN=C(Nc1cccnc1)c1ccccc1	8	1.2	-0.3	0.8	-2	-1	-3	-2.2	2.9
O=C(c1ccccc1F)c1cn(Cc2ccc(F)cc2)c2ccccc12	-4	0.9	0.7	·	2	2	5	-0.2	0.1
COc1ccc(C(=O)NC(C)c2cc(OC)c(OC)cc2Br)cc1 (configuration not stated)	-2	-0.9	-0.3	·	-2	1	-5	-0.5	-0.5
COc1ccc(N2CCN(C(=O)c3ccc4c(c3)OCO4)CC2)cc1	-2	0.2	0.2	·	4	5	-6	0.3	0.3
C=CCNC(=O)c1c(CS(=O)(=O)c2ccccc2)noc1C(=O)NCc1ccccc1	-4	-1.1	-1.8	1.6	-6	1	4	0.0	0.1
CCCNC(=O)Cn1c(=O)/c(=C\c2ccc(-c3cccc([N+](=O)[O-])c3)o2)s/c1=C\C(=O)C(C)(C)C	12	-2.8	0.3	·	16	-7	-7	33*	3.8
CCC(=O)NNC(=O)CCC(=O)Nc1ccc(C)cc1C	17	-3.3	-1.0	·	3	0	1	3.1	0.4
O=C(c1ccccc1)c1nc2ccccc2n(CCCn2c(=O)c(C(=O)c3ccccc3)nc3ccccc32)c1=O	0	-1.2	-1.4	0.2	6	-3	20	0.7	0.5
Cc1cc(NC(=O)COC(=O)C2CCN(S(=O)(=O)c3ccc(Cl)cc3)CC2)no1	15	-2.3	-1.9	-2.0	9	-2	5	2.7	0.1
COc1cc(OC)cc(C(=O)N[C@H](C(=O)NCc2ccccc2)C(C)C)c1	23	-1.2	1.9	-0.5	-13	0	12	0.9	4.1
COCCOC1CCN(Cc2cn(Cc3ccccc3)nc2-c2cc3ccccc3o2)CC1	-5	2.6	-1.2	1.0	2	2	10	-1.2	1.8
O=C(Nc1ncc2c(n1)CC(c1ccccc1)CC2=O)c1ccco1 (configuration not stated)	-2	-2.2	-1.0	98*	-3	2	0	-0.4	-1.8
O=C(NCc1ccc(Cl)cc1)c1ccc(-c2ccc(F)c(F)c2)c2ccoc12	6	-3.9	·	3.3	1	-1	6	0.2	·
Cc1ccccc1C(NC(N)=O)c1ccccc1 (configuration not stated)	-4	0.4	-0.5	0.4	-3	4	-1	-1.9	1.7
Cc1ccc(C2=NOC(C)(c3nnc(-c4cccc(Cl)c4)o3)C2)cc1 (configuration not stated)	-1	-1.5	-2.0	0.4	1	4	4	-0.6	3.0
N#CCN1CCC/C1=C\[N+](=O)[O-]	0	-1.8	0.5	-1.9	-3	-4	32*	-0.6	-1.1
C=CC1=C2C=C(C3CC3)N(C3CC3)C=C2C(=O)C(C)(OC(=O)c2ccco2)C1=O (configuration not stated)	-16	1.2	-0.4	-0.5	-4	8	14	1.1	-0.9
CCc1ccc(N2CC(C(=O)N3CCN(c4ccc([N+](=O)[O-])cc4)CC3)CC2=O)cc1 (configuration not stated)	1	0.4	·	1.0	-2	-2	7	-0.4	·
Cc1ccc(NC(=O)Cn2c(=O)n(Cc3ccco3)c(=O)c3ccccc32)c(C)c1	8	-1.5	1.8	1.0	-1	2	2	-0.6	2.8
CC1CCN(C2=C(NS(=O)(=O)c3ccccc3)C(=O)c3ccccc3C2=O)CC1	·	-0.5	1.1	·	·	0	0	·	-1.0
COc1ccc(C(C)(O)c2nc(-c3cnc4ccccc4c3)cs2)cc1 (configuration not stated)	1	-0.4	·	-2.9	-1	3	16	0.6	·
COc1ccc(N2CCN(CCC(N)=O)CC2)cc1	0	0.2	-1.5	-1.6	3	31*	7	0.0	1.7
CCCCn1c(N)c(N(CCOC)C(=O)c2ccc(-c3cccc(C(F)(F)F)c3)o2)c(=O)[nH]c1=O	·	-3.4	0.5	-1.1	·	8	9	·	1.5
O=C(NCc1ccccc1)Nc1cccn(Cc2c(F)cccc2Cl)c1=O	-2	0.3	-1.1	·	0	2	1	-0.1	-4.1
N#Cc1cc(-c2ccc(Cl)cc2)cnc1Sc1ccccc1	-19	-4.0	0.0	-1.0	-3	-1	-8	-1.8	0.8
CC(=O)Nc1ccc(-c2csc(NC(=O)CCCc3cccs3)n2)cc1	-6	-4.3	1.4	-1.2	-3	0	-3	0.1	5.2
CCOP(=O)(c1ccc(N(C)C)cc1)C(O)c1ccc(C)cc1 (configuration not stated)	0	-2.7	-0.6	·	-8	0	-7	-4.1	4.0

Screens from PubChem BioAssay.
